# TNAP pNPP inh – blocks human TNAP p-nitrophenol release | purified TNAP, pNPP hydrolysis, absorbance 405 nm | 21,000 tested, under 10 active | P05186 | inhibition, % at 20 µM;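 further: 0% = DMSO only wells and 100% = 1 mM levamisole wells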
# Target sequence (P05186 whole entry, looked up): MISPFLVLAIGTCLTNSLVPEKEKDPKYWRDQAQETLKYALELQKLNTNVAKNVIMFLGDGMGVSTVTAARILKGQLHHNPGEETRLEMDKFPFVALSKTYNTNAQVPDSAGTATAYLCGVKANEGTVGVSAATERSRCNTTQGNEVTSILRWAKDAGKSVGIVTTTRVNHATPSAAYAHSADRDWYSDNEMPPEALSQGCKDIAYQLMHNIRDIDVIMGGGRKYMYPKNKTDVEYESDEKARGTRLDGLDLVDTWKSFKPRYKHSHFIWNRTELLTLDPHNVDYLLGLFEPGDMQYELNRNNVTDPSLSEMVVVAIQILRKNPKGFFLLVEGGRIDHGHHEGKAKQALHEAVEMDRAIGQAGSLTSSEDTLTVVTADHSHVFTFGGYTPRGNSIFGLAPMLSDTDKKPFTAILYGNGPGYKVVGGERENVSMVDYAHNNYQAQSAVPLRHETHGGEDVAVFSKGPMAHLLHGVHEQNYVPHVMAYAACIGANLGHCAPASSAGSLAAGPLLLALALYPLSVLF
# TNAP inh Pi – human TNAP inhibition, phosphate detection; P05186; purified TNAP, pNPP, malachite green phosphate absorbance; inhibition, % at 20 µM; 21,000 tested, under 10 active
# * = called active by the depositor.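 How the source made its calls: active means inhibition above 50% at the 20 µM single-dose screen; inactive means the rest.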 These rows are one share of the data; rates above refer to the full screens.
SMILES,TNAP pNPP inh,TNAP inh Pi
CCC(=O)c1cc(-c2nc3ccccc3n2C)n(C)c1,1,4
COc1cccc(C(=O)Nc2ncc3c(n2)CC(c2ccc(OC)cc2OC)CC3=O)c1 (centres undefined),4,12
Cc1csc(NC(=O)CSc2ncnc3c2cnn3-c2ccccc2Cl)n1,0,18
CC(C)C(=O)N(Cc1cc2ccccc2[nH]c1=O)C(C)(C)C,1,6
Cc1cccc(C)c1NC(=O)C(c1cccs1)N(Cc1ccco1)C(=O)Cn1nnc2ccccc21 (centres undefined),2,10
O=C(CN1C(=O)C2CC=C(Cl)CC2C1=O)NCc1ccccc1 (centres undefined),3,10
Cc1ccc(NC(=O)NC(=O)CN2C(=O)NC3(CCc4ccccc43)C2=O)c(C)c1 (centres undefined),-10,-4
Cn1c(C2=C(O)CN(c3ccc4c(c3)OCCO4)C2=N)nc2ccccc21,6,20
CC(OC(=O)CCCN1C(=O)c2ccccc2C1=O)C(=O)Nc1ncc(Cl)cc1Cl (centres undefined),0,6
CCC(c1nnnn1Cc1ccco1)N1CCC(C(N)=O)CC1 (centres undefined),1,10
O=c1nc2n(c3c1oc1ccccc13)Cc1ccccc1-2,4,5
c1ccc(-n2ncc(-c3nn[nH]n3)n2)cc1,1,7
COCCCN1C(=O)c2ccc(C(=O)Nc3ccc(OC)cc3OC)cc2C1=O,0,5
C=CCN=C(NC#N)SCCc1ccccc1,0,4
O=C(c1ccccc1)c1cc2ccccc2o1,6,7
Cn1c(=O)c2c(nc(CN3CCC(C(N)=O)CC3)n2Cc2ccccc2Cl)n(C)c1=O,4,6
Cc1cccc(OCCCCCn2ccnc2)c1,-1,4
Cc1cc(C)n(CC2CC(=O)N(c3ccc(C)c(Cl)c3)C2=O)n1 (centres undefined),-8,-11
COc1ccccc1NC(=O)C(C)N1CCN(C/C=C/c2ccccc2)CC1 (centres undefined),5,3
COc1ccc(CNC(=O)Nc2ccc(OC)cc2)cc1,5,16
CCCn1c(=C(C#N)C#N)s/c(=C2\C=Cc3ccccc3N2CC)c1=O,5,12
O=C(OCCN1CCOCC1)C(c1ccccc1)c1ccccc1,3,-15
CC12CCC(C(=O)n3c1nc1ccccc13)C2(C)C (centres undefined),5,12
O=C(CN1C(=O)c2ccccc2S1(=O)=O)NCCSc1ccccc1,8,-12
O=C1[C@@H]2[C@H](C(=O)N1O)[C@H]1C=C[C@@H]2C1,6,10

# Next part:
SMILES,TNAP pNPP inh,TNAP inh Pi
CCOc1ccc(OCC)c(NC(=O)CSc2nc3c(c(=O)n(C)c(=O)n3C)n2CC)c1,-9,-2
O=S(=O)(Cc1ccccc1)N1CCc2ccccc21,7,7
c1ccc(Cc2nn3c(-c4ccncc4)nnc3s2)cc1,4,6
COC(=O)c1ccccc1N1C(=O)[C@@H]2C(c3ccc(Br)cc3)=NO[C@@H]2C1=O,-3,-5
CCN(CC)c1ccc(-c2nn3c(-c4cccnc4)nnc3s2)cc1,0,0
CCn1nc(NC(=O)c2ccncc2)c2cc3ccccc3nc21,0,4
COc1ccc(C(=O)CSc2cc(C)nc3nc(C)nn23)cc1OC,5,7
COC(=O)c1ccc(CSc2ncnc3c2sc2nc(N4CCOCC4)c4c(c23)CCCC4)o1,2,9
Cc1nc2ccccc2n1S(=O)(=O)c1ccc(S(=O)(=O)N2CCCCCC2)cc1,2,5
Cc1ccc(NC(=O)CSCC(=O)Nc2ncc3c(n2)CC(c2ccco2)CC3=O)cc1 (centres undefined),-3,-4
CCOC(=O)N1CCN(c2ncnc3c2oc2nc(C(C)C)c4c(c23)CCC4)CC1,-1,4
COC(=O)CN1C(=O)C2(OCCCO2)c2cc(Br)ccc21,2,11
COc1ccc(CSc2nc(C)cc(=O)[nH]2)cc1Br,6,13
NC(=O)C1CCN(C(c2ccccc2Cl)c2nnnn2CC2CCCO2)CC1 (centres undefined),2,-17
CCCCC1(C(=O)OCC)CC(CN2CCOCC2)OC1=O (centres undefined),3,7
COC(=O)c1cc(NC(=O)CC2NCCNC2=O)cc(C(=O)OC)c1 (centres undefined),8,-4
O=C(NC1CS(=O)(=O)CC1NCc1ccco1)c1ccccc1 (centres undefined),1,7
O=C(Nc1nccs1)c1ccc(S(=O)(=O)c2ccccc2)cc1,5,13
CCCCC(=O)N1CC2(C)CN(C(=O)CCCC)CC(C)(C1)C2=O,-3,3
CC(C)N1CCc2c(sc(N)c2C#N)C1,0,-1
Cc1ccc2cc(CN(CC3CCCO3)S(=O)(=O)c3cccc4nsnc34)c(=O)[nH]c2c1 (centres undefined),4,19
CC1CC(C)CN(S(=O)(=O)c2ccc(C(=O)NCCCn3ccnc3)cc2)C1 (centres undefined),5,19
C=CCN1C(=O)C(O)(CC(=O)c2ccc(Cl)cc2)c2ccccc21 (centres undefined),5,-1
CN1CCC(N(C)CC(=O)Nc2cccc(Oc3ccccc3)c2)CC1,0,6
O=C(CSc1nnc(Nc2ccccc2)s1)NCc1ccco1,2,3

# Reformatted with bars between the fields: three of the compounds above.
Compound | TNAP pNPP inh | TNAP inh Pi
Cc1ccc(NC(=O)NC(=O)CN2C(=O)NC3(CCc4ccccc43)C2=O)c(C)c1 (centres undefined) | -10 | -4
CN1CCC(N(C)CC(=O)Nc2cccc(Oc3ccccc3)c2)CC1 | 0 | 6
O=S(=O)(Cc1ccccc1)N1CCc2ccccc21 | 7 | 7

# Continuation.
SMILES,TNAP pNPP inh,TNAP inh Pi
CC(C)(C)c1ccc(S(=O)(=O)NCCOCC(F)(F)C(F)F)cc1,3,11
Nc1ccc2ncccc2c1N,-10,-29
Cc1nc2ccccc2c(=O)n1C1CCCCCC1,1,4
CN(CCO)C(=O)c1cccc2c1-c1ccccc1C2=O,4,13
CCOC(=O)c1cc2c(ccn2-c2ccc(F)cc2)n1CC(=O)N1CCN(C(=O)c2ccco2)CC1,10,10
CC(C)OC(=O)C(C#N)c1nc2ccccc2nc1N1CCCC1 (centres undefined),3,-7
COc1ccc(-c2nnn(CC(=O)N(Cc3cccs3)C(C)C(=O)NC3CCCC3)n2)cc1OC (centres undefined),-4,6
Cc1cccc(Cn2c(=O)c3c(nc4n3CCCN4Cc3ccccc3)n(C)c2=O)c1,4,10
Cn1c(SCC(=O)OC2CCCCC2)nnc1-c1ccc(S(=O)(=O)N2CCCC2)cc1,3,10
CCC(c1nnnn1CCc1ccccc1)N(Cc1ccco1)Cc1cc2c(C)ccc(C)c2[nH]c1=O (centres undefined),-6,2
COc1cccc2[nH]c3c(N4CCC(C(N)=O)CC4)ncnc3c12,4,7
COC(=O)CSc1nc2c(c(-c3ccc(C)o3)c1C#N)CCCC2,1,14
N#Cc1nc(COc2ccc(Br)cc2)oc1NCCN1CCOCC1,3,11
Cn1c(Cn2nnc3ccccc32)nnc1SCC(=O)c1ccc(F)cc1,0,3
O=C(O)CN1C(=O)c2cccc(Oc3ccc(Cl)cc3)c2C1=O,7,-9
CCn1c(CNc2ccc(Cl)cc2)nnc1SCC(=O)NCc1ccccc1,-2,-4
c1ccc2c(c1)nnn2Cc1nnc2sc(-c3ccc4c(c3)OCCO4)nn12,3,20
Cn1c(=O)c2cn(Cc3ccc(Cl)cc3)cc2n(C)c1=O,7,10
CCN=C1SC(C(=O)Nc2ccc(Cl)c(Cl)c2)CC(=O)N1CC (centres undefined),2,5
CCOc1cccc(-c2nn3c(-c4ccccn4)nnc3s2)c1,0,0
Cc1ccc(C)c(-n2c(SCC(N)=O)nnc2-c2ccccn2)c1,9,15
COc1ccc(C2C3=C(CC(C)(C)CC3=O)Nc3c2c(=O)[nH]c(=O)n3Cc2ccccc2)cc1OC (centres undefined),0,0
CCCCCCOc1ccc(OCC(O)CN2C(=O)NC(C)(C)C2=O)cc1 (centres undefined),4,8
Oc1ccc(N=Cc2ccc(O)c(O)c2)cc1,0,0
COc1ccc(C(=O)OCCN2CCOCC2)cc1OC,2,7

# Going on with the list.
SMILES,TNAP pNPP inh,TNAP inh Pi
O=C(c1cc(N2CCCCC2)nc2ccccc12)N1CCOCC1,4,6
CCOC(=O)NC(=O)CN1C(=O)NC(C)(c2ccccc2)C1=O (centres undefined),7,12
CN(C(=O)c1cccc(C#N)c1)c1nnc(-c2ccncc2)s1,3,16
COc1cc(NC(=O)C23CC4CC(C2)CC(n2nnc(C)n2)(C4)C3)c(OC)cc1Cl,0,11
COc1ccc(-c2nnn(CC(=O)Nc3sc4c(c3C#N)CCCC4)n2)cc1,2,3
Cc1ccc(-n2nnnc2SCC(=O)c2cc(C)n(-c3cc(C)on3)c2C)c(C)c1,-5,6
O=C(O)C(O)c1ccco1 (centres undefined),4,8
Cc1ccc(S(=O)(=O)NCCCN2CCOCC2)cc1C,1,-18
CCCNC(=O)NC(=O)CSc1nc2ccccc2n1CC(C)C,2,0
O=C(c1cnn2c(C(F)(F)F)cc(-c3ccc4c(c3)OCO4)nc12)N1CCCC1,1,-4
Oc1ccccc1/C=N/c1c(-c2ccco2)nc2ccccn12,-7,11
CCC(=O)Nc1nc2ccccc2n1Cc1ccccc1C,-6,-7
CCn1cc(C(=O)Nc2ccc(C(=O)N3CCCC3)cc2)c(=O)c2ccc(C)nc21,8,22
O=c1cc(CN2CCN(c3ccccc3)CC2)c2c(ccc3ccccc32)o1,2,10
CCOc1ccc(NC(=O)C(C)O)c(NS(=O)(=O)c2ccc(CCNC(C)=O)cc2)c1 (centres undefined),8,14
Cc1cc(OCc2nnc(SCC(=O)OC3CCCCC3)o2)ccc1Cl,2,5
COc1ccc(NC(=O)c2c(C)oc3c2CCCC3)cc1,6,8
CC1Cc2ccccc2N1C(=O)CSc1nnc2c(n1)[nH]c1ccccc12 (centres undefined),2,10
Cn1c(Cl)cnc1C1CC(=O)c2cc(Cl)ccc2O1 (centres undefined),-16,-15
O=C(c1ccco1)N1CCN(S(=O)(=O)Cc2ccc(Cl)cc2)CC1,-3,1
COc1ccc(OCC(O)CN2C(=O)NC(C)(C)C2=O)cc1 (centres undefined),3,8
O=C(Nc1cccc2nsnc12)c1cccs1,4,-5
CCOC(=O)C(CC)n1cnc2sc3c(c2c1=O)CCC3 (centres undefined),3,6
COc1ccc(OC(=O)CCCN2C(=O)c3ccccc3C2=O)cc1,4,7
COC(=O)c1ccc(CSc2nc(C)nc3sc(C)c(C)c23)o1,3,4

# Reprinted from the part before: 3 compounds, then new ones.
SMILES,TNAP pNPP inh,TNAP inh Pi
CCOC(=O)C(CC)n1cnc2sc3c(c2c1=O)CCC3 (centres undefined),3,6
COc1ccc(OC(=O)CCCN2C(=O)c3ccccc3C2=O)cc1,4,7
COC(=O)c1ccc(CSc2nc(C)nc3sc(C)c(C)c23)o1,3,4
O=C(COc1nncc2ccccc12)NCCC1=CCCCC1,0,-16
O=C(c1ccc(F)cc1)N1C2CCC1CC(O)(c1ccccc1F)C2 (centres undefined),4,10
COC(=O)CNc1nc(-c2cccnc2)nc2ccccc12,6,12
Cn1c(N2CCOCC2)nc2c1c(=O)n(Cc1ccc(Cl)cc1)c(=O)n2C,6,13
CN(C1CCCCC1)S(=O)(=O)c1ccc(Cl)c(C(=O)O)c1,-3,4
O=C1COc2ccc(C(=O)c3ccccc3)cc2CN1,5,9
Cc1ccc(NCc2nnc(SCC(=O)OC3CCCCC3)o2)c(C)c1,2,6
CC(C)CN1CN(S(=O)(=O)c2cccs2)c2nc3ccccc3nc21,6,2
CC(C)CC(C(=O)Nn1cnnc1)N1C(=O)c2ccccc2C1=O (centres undefined),6,12
CC(C)c1nnc(NC(=O)CCC(=O)Nc2ccc(F)cc2)s1,2,8
COc1ccc(NC(C)=O)cc1NC(=O)CSc1nnc(-c2ccccc2)n1N,6,-5
CCCc1cc(=O)n2[nH]c(NCc3ccccc3Cl)nc2n1,7,8
c1coc(-c2nnc3sc(Cc4cccs4)nn23)c1,8,-3
Cc1nn(C)cc1C1C2=C(CC(C)(C)CC2=O)OC2=C1C(=O)CC(C)(C)C2,-4,-3
CC(=O)Nc1ccc(OCC(O)CN2CCN(c3cc(Cl)ccc3C)CC2)cc1 (centres undefined),4,-9
Cc1cc(NC(=O)c2cc3nc(C4CC4)cc(C(F)(F)F)n3n2)no1,0,16
CC(C)OC(=O)CSc1n[nH]c(-c2cccnc2)n1,4,4
CC(C)(C)n1nnc(CCc2nnn(C(C)(C)C)n2)n1,-1,0
CCS(=O)(=O)N1CCN(c2nc(-c3ccccc3)cs2)CC1,7,16
CC(C)OCC(O)Cn1c(N2CCCC2)nc2c1c(=O)[nH]c(=O)n2C (centres undefined),5,16
Cc1nc(NC(=O)CSc2nc3cccnc3n2C2CCCCC2)sc1C,10,14
O=C1CCC(C(=O)Nc2ccc(OC(F)F)cc2)N1 (centres undefined),9,21
CCN(C(=O)c1coc(=O)c(Br)c1)c1ccc2c(c1)OCO2,5,4

# Four of the compounds above, as labelled records.
> Cn1c(N2CCOCC2)nc2c1c(=O)n(Cc1ccc(Cl)cc1)c(=O)n2C
  TNAP pNPP inh = 6 | TNAP inh Pi = 13
> O=C(c1ccc(F)cc1)N1C2CCC1CC(O)(c1ccccc1F)C2 (centres undefined)
  TNAP pNPP inh = 4 | TNAP inh Pi = 10
> CC(C)(C)n1nnc(CCc2nnn(C(C)(C)C)n2)n1
  TNAP pNPP inh = -1 | TNAP inh Pi = 0
> CCCc1cc(=O)n2[nH]c(NCc3ccccc3Cl)nc2n1
  TNAP pNPP inh = 7 | TNAP inh Pi = 8
